ABCG2 inh: blocks JC-1 efflux by human ABCG2 transporter; IgMXP3 cells, flow cytometry; Q9UNQ0; hit rate 0.1% among 190,000; inhibition, % at 6.6 µM;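 active = inhibition above 80%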;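 note: 0% = DMSO and 100% = nicardipine control wells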
Target sequence (Q9UNQ0 whole entry, looked up): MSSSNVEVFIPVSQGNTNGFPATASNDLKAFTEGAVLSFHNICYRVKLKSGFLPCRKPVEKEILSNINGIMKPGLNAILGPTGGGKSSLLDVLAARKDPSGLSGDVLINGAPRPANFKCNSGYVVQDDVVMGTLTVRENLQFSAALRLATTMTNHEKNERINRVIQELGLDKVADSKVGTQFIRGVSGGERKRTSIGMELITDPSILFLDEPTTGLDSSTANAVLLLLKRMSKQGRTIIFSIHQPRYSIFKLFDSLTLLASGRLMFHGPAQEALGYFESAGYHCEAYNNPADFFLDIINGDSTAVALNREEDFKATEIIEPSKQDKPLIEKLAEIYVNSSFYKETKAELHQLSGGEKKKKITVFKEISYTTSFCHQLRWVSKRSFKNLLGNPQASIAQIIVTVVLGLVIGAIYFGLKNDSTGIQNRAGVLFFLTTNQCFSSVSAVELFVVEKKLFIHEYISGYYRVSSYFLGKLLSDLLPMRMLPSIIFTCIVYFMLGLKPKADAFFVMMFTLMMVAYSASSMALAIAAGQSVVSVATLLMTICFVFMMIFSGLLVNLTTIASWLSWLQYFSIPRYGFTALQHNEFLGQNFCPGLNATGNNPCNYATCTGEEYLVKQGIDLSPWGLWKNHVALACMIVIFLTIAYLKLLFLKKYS
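Test system: ABCG2 IgMXP3 and barcoded ABCB1 CCRF-Adr cell mix; Schedule: cells with compound and JC-1, 10 min at 25 °C, rotating, no wash; Technique: flow cytometry of retained JC-1 fluorescence; Measure: % inhibition of efflux relative to nicardipine and DMSO; Controls: nicardipine high and DMSO low controls.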
Avidin fluor: compound fluoresces at 488/530 nm on avidin beads; hit rate 0.38% among 220,000; fluorescence (KMESF) at 10 µM; AID 1775; compound fluorescence 488/530 nm, flow cytometry; hits give high values; in the data active = fluorescence above about 47; note: inactives centre near 10
Rab2 wt GTP: changes GTP binding to wildtype dog Rab2A, up or down. GTP binding activity, % at 10 µM. hit rate 0.19% among 190,000. AID 760. P61105. GST-Rab2 wt beads, Bodipy-GTP binding, flow cytometry;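 active = GTP binding activity at least 20 points away from 100%, either lowered or raised; inconclusive = signal likely due to the compound's own green fluorescence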;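 note: 0% = beads with excess unlabeled GTP and 100% = no-compound control corrected for plate trend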
Pf gametocyte: P. falciparum stage V gametocyte viability inhibition; hit rate 0.065% among 150,000; inhibition, % at 10.9 µM; P. falciparum stage V gametocytes, ATP luminescence, 24 h;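 active = inhibition above the mean plus 3 SD of compounds within the control limits, set per campaign, cut at about 38% in these data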;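 note: 0% = DMSO wells and 100% = medium only without gametocytes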
Rac1 act GTP bind: human Rac1 activated mutant GTP binding change; P63000; GST-Rac1 activated beads, fluorescent GTP binding, flow cytometry; actives lie on both sides; 100% means binding = to untreated wells; percent activity (GTP binding), % at 10 µM; hit rate 0.11% among 190,000;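 active = GTP binding at least 20 percentage points away from the 100% baseline, in either direction, so actives lie on both sides; inconclusive = Compound likely fluorescent itself, or too few beads counted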
HRas wt GTP: modulators of GTP binding to human HRas wildtype | GST-Ras wt beads, Bodipy-FL-GTP binding, flow cytometry; actives lie on both sides | P01112 | GTP binding activity, % at 10 µM | AID 759 | hit rate 0.14% among 190,000;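 active = GTP binding activity at least 20% away from the 100% baseline, either lowered as inhibitor or raised as activator; inconclusive = flagged as likely green fluorescent, judged across all proteins in the well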;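 note: 0% = unlabeled GTP competition control and 100% = no-compound control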
Rab7 wt GTP bind: dog Rab7 wildtype GTP binding, inhibitors and activators; GST-Rab7 beads, fluorescent GTP binding, flow cytometry; actives lie on both sides; untreated = 100%, excess cold GTP = 0%; GTP binding activity (percent of control), % at 10 µM; hit rate 0.055% among 190,000; AID 758;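 active = fluorescent GTP binding to Rab7 beads changed by at least 20 points from the 100% baseline, either direction, mostly lower; inconclusive = compound itself probably fluorescent, or too few beads counted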;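 note: median green fluorescence of bound Bodipy-FL-GTP per Rab7 bead population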
ABCB1 inh: human ABCB1 inhibition, ABCG2 as counter-screen | P08183 | CCRF-Adr cells, JC-1 efflux, flow cytometry | inhibition, % at 6.6 µM | hit rate 0.067% among 190,000; in the data active = inhibition above about 40%;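 note: 0% = vehicle and 100% = reference inhibitor; higher value means more JC-1 retained so stronger ABCB1 efflux block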
Rac1 wt GTP bind: modulators of human Rac1 wildtype GTP binding; P63000; GST-Rac1 beads, fluorescent GTP binding, flow cytometry; actives lie on both sides; 0 = cold GTP competed, 100 = untreated; GTP binding activity (% of control), % at 10 µM; hit rate 0.27% among 190,000;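 active = GTP binding activity at least 20 points away from the 100% control level, either lower or higher; inconclusive = compound flagged as likely green fluorescent, judged across all proteins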
Mcl1 Noxa PPI: Mcl-1/Noxa interaction inhibition; AID 1022; TR-FRET Mcl-1/Noxa peptide binding, 2 h; inhibition, % at 21.7 µM; hit rate 1.5% among 220,000;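 active = compounds that cut the protein-peptide binding signal by more than 50% relative to plate controls in a single-dose test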;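 note: His-tagged Mcl-1 with rhodamine Noxa BH3 peptide and terbium anti-His antibody; 0% = Mcl-1 plus Noxa peptide wells and 100% = peptide-only wells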
Target sequence (Q07820 whole entry, looked up): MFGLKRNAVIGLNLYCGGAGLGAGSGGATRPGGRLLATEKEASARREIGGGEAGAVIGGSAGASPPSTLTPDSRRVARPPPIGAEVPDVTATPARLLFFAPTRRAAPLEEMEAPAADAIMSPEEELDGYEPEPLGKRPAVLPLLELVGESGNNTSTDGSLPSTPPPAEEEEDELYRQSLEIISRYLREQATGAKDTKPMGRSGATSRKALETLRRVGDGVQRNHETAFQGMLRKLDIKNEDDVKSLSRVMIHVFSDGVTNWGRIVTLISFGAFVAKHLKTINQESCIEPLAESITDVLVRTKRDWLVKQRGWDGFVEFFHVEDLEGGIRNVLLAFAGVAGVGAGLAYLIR
Cdc42 wt GTP: changes GTP binding to wildtype human Cdc42; hit rate 0.2% among 190,000; AID 761; GST-Cdc42 beads, Bodipy-GTP binding, flow cytometry; actives lie on both sides; P60953; percent activity (GTP binding), % at 10 µM;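 active = percent activity GTP binding at least 20 points away from the 100% baseline, either down as inhibitor or up as activator; inconclusive = compound flagged as likely green fluorescent from well-wide comparison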;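 note: median bead fluorescence of bound Bodipy-FL-GTP at 100 nM; 0% = excess unlabeled GTP control and 100% = no compound control; below 100% means less GTP binding so inhibitor and above means activator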
* hit, by the source's call; ? = inconclusive; / = no result given.

Results follow in this order: ABCG2 inh, Avidin fluor, Rab2 wt GTP, Pf gametocyte, Rac1 act GTP bind, HRas wt GTP, Rab7 wt GTP bind, ABCB1 inh, Rac1 wt GTP bind, Mcl1 Noxa PPI, Cdc42 wt GTP
Brc1ccc2nc(-c3c[nH]c4ccccc34)cn2c1
 : 4, 17, 97, -14, 95, 97, 102, 0.7, 98, 21, 97
O=C(Nc1ccc2c(c1)OCCO2)C1c2ccccc2C(=O)N2CCc3ccccc3C12 (stereo not given)
 : 1, 7, 99, /, 100, 101, 100, 1.2, 102, 12, 99
O=C(CNC(=S)N(Cc1ccccc1)Cc1cccnc1)NCc1ccccc1
 : 1, 10, 99, -35, 97, 100, 101, 0.9, 100, 5, 95
COc1cccc(C(=O)COC(=O)c2ccc(NC(C)=O)cc2)c1
 : 10, 10, 102, /, 102, 101, 99, -0.3, 105, 11, 103
O=C(NNC(=O)C1[C@H]2CCCC[C@@H]12)NC1CCCCC1 (stereo not given in full)
 : -3, 7, 101, -10, 100, 104, 104, -0.1, 104, 9, 103
Cn1c(=O)[nH]c(=O)c2c1nc(NCCCO)n2CCCc1ccccc1
 : 1, 7, 100, 16, 99, 101, 101, 0.1, 103, -8, 102
Cc1cc(O)cc2c1C(c1ccc(F)cc1)CC1(CC(C)(C)NC(=S)N1)O2 (stereo not given)
 : 3, 15, 97, /, 95, 97, 101, 0.8, 97, -1, 94
CN1C(=O)/C(=C/c2ccc(C(=O)NC3CCCC3)cc2)Oc2ccccc21
 : 7, 9, 101, -1, 97, 98, 98, 1.4, 99, 9, 99
Cc1nn(CC(=O)Nc2ccc(C#N)cc2)c(C)c1[N+](=O)[O-]
 : 9, 10, 99, 8, 95, 99, 106, 0.4, 99, -6, 95
CC(C)(CO)NC(=O)CC1C(=O)NCCN1CC(c1ccccc1)c1ccccc1 (stereo not given)
 : 0, 13, 95, 13, 92, 95, 99, 0.1, 98, -2, 93

Going on with the list.
Results follow in this order: ABCG2 inh, Avidin fluor, Rab2 wt GTP, Pf gametocyte, Rac1 act GTP bind, HRas wt GTP, Rab7 wt GTP bind, ABCB1 inh, Rac1 wt GTP bind, Mcl1 Noxa PPI, Cdc42 wt GTP
Cc1ccc(/C=N/NC(=O)Cn2ccc(C(F)(F)F)n2)o1
 : 4, 24, 100, 2, 95, 100, 105, 0.6, 98, -8, 96
O=C(CN(c1ccc(F)cc1)S(=O)(=O)c1ccc2c(c1)OCCO2)Nc1cccnc1
 : 1, 3, 99, -6, 97, 100, 100, 0.3, 97, -13, 99
CC(C)C1CC(=O)NC(SCC(=O)Nc2ccc(Br)cc2)=C1C#N (stereo not given)
 : 0, 9, 97, -2, 98, 100, 95, 0.0, 103, 8, 100
O=C(CSc1ccccc1)Nc1ccccc1N1CCOCC1
 : 6, 22, 100, 11, 98, 100, 100, 1.5, 104, -7, 102
O=C(Nc1ccc(NC(=O)C2CCCN2C(=O)OCc2ccccc2)cc1)c1ccco1 (stereo not given)
 : 9, 5, 98, -1, 99, 99, 98, 1.0, 98, -11, 101
O=C(O)C1=C[C@@H](c2ccc3c(c2)OCO3)C[C@@H](OCc2ccc(CO)cc2)O1
 : 2, 5, 93, /, 93, 93, 94, 0.6, 94, 8, 94
COc1cc(NC(=O)C2CCN(S(=O)(=O)c3cnc[nH]3)CC2)cc(OC)c1OC
 : 2, 6, ?, /, ?, ?, ?, 0.4, ?, -1, ?
Cc1ccc(S(=O)(=O)N2CCN(C(=O)N3CCOCC3)C2C(C)C)cc1 (stereo not given)
 : 2, 11, 104, 18, 100, 104, 102, 0.8, 102, 14, 107
CCOc1ccccc1C(=O)N(Cc1ccco1)C1CCS(=O)(=O)C1 (stereo not given)
 : 4, 17, 100, /, 99, 101, 102, 1.5, 102, -2, 101
Fc1ccc(Sc2cc(Cl)c(-c3ccccc3)nn2)cc1
 : 14, 8, 99, 5, 98, 100, 101, 3.3, 104, 7, 100

Next part.
Results follow in this order: ABCG2 inh, Avidin fluor, Rab2 wt GTP, Pf gametocyte, Rac1 act GTP bind, HRas wt GTP, Rab7 wt GTP bind, ABCB1 inh, Rac1 wt GTP bind, Mcl1 Noxa PPI, Cdc42 wt GTP
CCC(=O)Nc1cccc(NC(=O)c2ccccc2Cl)c1
 : 4, /, 101, 1, 95, 104, 109, 0.1, 103, -3, 100
Cc1cccc(NC2=C(NC(=O)c3ccccc3)C(=O)c3ccccc3C2=O)c1
 : 0, 1, 100, -14, 98, 100, 99, 0.4, 102, 94*, 102
COCCN(CCOC)S(=O)(=O)c1ccc(C(=O)NC2CCN(Cc3ccccc3)CC2)cc1
 : 0, 5, 101, /, 97, 101, 101, 0.3, 102, 12, 102
O=[N+]([O-])c1cccc(/C=N\N2CCN(c3ccc(Cl)cc3)CC2)c1
 : 0, 3, 103, -17, 98, 103, 101, 0.3, 110, -8, 101
CC(C)C(NC(=O)OCc1ccccc1)C(=O)NCc1ccc(C(=O)O)cc1 (stereo not given)
 : 0, 4, 96, -6, 98, 97, 102, -0.1, 102, 6, 97
O=C1C2CCCN2C(c2ccc(F)c(F)c2)N1c1cccc(Cl)c1 (stereo not given)
 : 1, 8, 99, /, 97, 99, 100, 0.7, 97, -1, 97
CCOC(=O)COn1c(=O)c(-c2cc3ccccc3o2)[n+]([O-])c2ccccc21
 : 6, 7, 98, -8, 97, 100, 98, 1.1, 103, 39, 104
CCN=C1S/C(=C\c2ccc(OC)c(OCC)c2)C(=O)N1CC
 : 36, 8, ?, /, ?, ?, ?, 2.4, ?, 9, ?
O=C(c1cccc2ccccc12)N1CCC(N2CCN(c3ccccc3)CC2)CC1
 : 0, 15, 100, 7, 96, 102, 100, 0.8, 98, 12, 101
CCOc1ccc2oc(C(=O)Nc3ccc(N4CCOCC4)cc3)c(C)c2c1
 : -3, 8, 102, /, 98, 98, 105, -0.8, 101, 21, 103

In a second layout: results already given
canonical_smiles,ABCG2 inh,Avidin fluor,Rab2 wt GTP,Pf gametocyte,Rac1 act GTP bind,HRas wt GTP,Rab7 wt GTP bind,ABCB1 inh,Rac1 wt GTP bind,Mcl1 Noxa PPI,Cdc42 wt GTP
Brc1ccc2nc(-c3c[nH]c4ccccc34)cn2c1,4,17,97,-14,95,97,102,0.7,98,21,97
O=C(Nc1ccc2c(c1)OCCO2)C1c2ccccc2C(=O)N2CCc3ccccc3C12 (stereo not given),1,7,99,/,100,101,100,1.2,102,12,99
O=C(CNC(=S)N(Cc1ccccc1)Cc1cccnc1)NCc1ccccc1,1,10,99,-35,97,100,101,0.9,100,5,95
COc1cccc(C(=O)COC(=O)c2ccc(NC(C)=O)cc2)c1,10,10,102,/,102,101,99,-0.3,105,11,103
O=C(NNC(=O)C1[C@H]2CCCC[C@@H]12)NC1CCCCC1 (stereo not given in full),-3,7,101,-10,100,104,104,-0.1,104,9,103
Cn1c(=O)[nH]c(=O)c2c1nc(NCCCO)n2CCCc1ccccc1,1,7,100,16,99,101,101,0.1,103,-8,102
Cc1cc(O)cc2c1C(c1ccc(F)cc1)CC1(CC(C)(C)NC(=S)N1)O2 (stereo not given),3,15,97,/,95,97,101,0.8,97,-1,94

Continuation:
Results follow in this order: ABCG2 inh, Avidin fluor, Rab2 wt GTP, Pf gametocyte, Rac1 act GTP bind, HRas wt GTP, Rab7 wt GTP bind, ABCB1 inh, Rac1 wt GTP bind, Mcl1 Noxa PPI, Cdc42 wt GTP
Cc1ccc(OCc2nnc(SCC(=O)c3cccc([N+](=O)[O-])c3)n2C)cc1
 : 7, 14, 94, /, 94, 96, 96, 0.6, 94, 33, 97
COC(=O)CNC(=S)NC(=O)c1ccc(C(C)(C)C)cc1
 : 4, 5, 97, 8, 95, 96, 98, -0.1, 95, -5, 98
Cc1ccc(C(=O)COC(=O)CN2C(=O)C3C4CCC(C4)C3C2=O)cc1[N+](=O)[O-] (stereo not given)
 : 2, 11, 100, 1, 100, 101, 101, 0.6, 102, -6, 101
Cc1nn(CCCC(=O)N2CCc3ccccc3C2)c(=O)c2cc3sccc3n12
 : -1, 7, 100, /, 95, 99, 103, -0.2, 104, -5, 98
Cc1nc(SC2CC(=O)N(c3ccccc3)C2=O)nc2c1CCCC2 (stereo not given)
 : 5, 7, 105, -7, 99, 105, 101, 0.8, 100, 23, 103
O=C(Cc1ccccc1)Nc1nc(-c2cccc([N+](=O)[O-])c2)cs1
 : 1, 21, 98, /, 98, 99, 100, 0.1, 101, -12, 98
CCOC(=O)CCCCC(=O)c1[nH]c(=O)[nH]c1Cn1cnc2ccccc21
 : 0, 16, 99, -26, 100, 101, 96, 0.5, 103, -3, 102
COC(=O)c1ccc(NC(=O)CN(C)Cc2cccc(F)c2)cc1
 : 4, 5, 102, 5, 96, 101, 107, 0.7, 100, 10, 99
CCc1cccc(OCCn2ccnc2)c1
 : 2, 12, 97, -14, 101, 100, 100, 0.8, 104, 33, 104
CCSc1nc(N2CCOCC2)c2ccccc2n1
 : 10, 27, 94, /, 94, 95, 99, 0.9, 95, 18, 93

(further entries)
Results follow in this order: ABCG2 inh, Avidin fluor, Rab2 wt GTP, Pf gametocyte, Rac1 act GTP bind, HRas wt GTP, Rab7 wt GTP bind, ABCB1 inh, Rac1 wt GTP bind, Mcl1 Noxa PPI, Cdc42 wt GTP
O=C(Nc1ccc(N2CCOCC2)cc1)c1ccc2nc(-c3ccco3)c(-c3ccco3)nc2c1
 : -5, 7, 98, 27, 98, 98, 95, -0.8, 101, 33, 99
O=C(CN1C(=O)c2ccccc2S1(=O)=O)NC1CCCCCC1
 : 0, 7, 101, /, 100, 100, 99, 0.3, 103, 8, 102
Nc1nc(SCC(=O)NCc2ccc(F)cc2)[nH]c(=O)c1NC(=O)c1ccc(Cl)cc1
 : -2, 3, 98, 21, 101, 99, 98, -0.2, 101, -5, 99
Cc1ccc(Nc2ccc(C(N)=O)cc2[N+](=O)[O-])cc1
 : 38, 3, 105, 9, 101, 102, 104, 4.8, 104, 19, 102

Source: PubChem

Outcome played no part in choosing rows; overall some 2.3% were active at least once.
